D1 ag = human D1 receptor agonism; P21728; HEK293 T-REx D1 cells, calcium flux, agonist mode; activation, % at 2 µM; 360,000 tested, 1% active; in the data active = activation above about 30%; note: 0% is about no effect
Target sequence (P21728 whole entry, looked up): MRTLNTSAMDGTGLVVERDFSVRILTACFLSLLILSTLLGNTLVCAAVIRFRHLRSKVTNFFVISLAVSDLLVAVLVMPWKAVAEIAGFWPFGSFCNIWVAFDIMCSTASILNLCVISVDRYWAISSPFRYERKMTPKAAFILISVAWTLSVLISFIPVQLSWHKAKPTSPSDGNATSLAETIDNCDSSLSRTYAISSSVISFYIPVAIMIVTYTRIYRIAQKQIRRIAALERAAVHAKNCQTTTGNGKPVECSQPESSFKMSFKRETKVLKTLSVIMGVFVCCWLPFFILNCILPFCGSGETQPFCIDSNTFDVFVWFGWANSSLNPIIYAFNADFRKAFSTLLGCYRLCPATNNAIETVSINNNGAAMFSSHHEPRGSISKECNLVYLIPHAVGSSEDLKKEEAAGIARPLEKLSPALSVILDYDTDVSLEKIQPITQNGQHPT
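Inducible HEK293 T-REx D1 cells, force-coupled to calcium signalling, were plated at 4000 cells/well with tetracycline and held overnight at 30 C. After no-wash calcium dye loading, compound-evoked calcium rise over 180 s flagged agonists.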
Glioma ERSR ind = induces the endoplasmic reticulum stress response in human glioma cells. U87-MG GRP78 promoter luciferase reporter, 16 h. 420,000 tested, 0.02% active. Potency, µM, without a hit: at the top dose activation, most hits filed as activators; note: potency is the fitted concentration of half-maximal effect; series mostly up to about 76 µM; % of control where 0% means no effect; nearly all actives have a fitted effect of over 35% in size
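Stably transfected U87-MG glioma cells carrying a GRP78-based luciferase sensor; 16 h compound incubation. Luminescence end-point read 10 min after Bright-Glo addition at room temperature.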
D2 PAM = positively modulates the human D2 dopamine receptor allosterically. 340,000 tested, 0.34% active. HEK293 T-REx D2, calcium flux, EC20 dopamine potentiation. potentiation, % at 10 µM. AID 485347. P14416;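 active = potentiation over 3 SD above the plate norm, cut at about 30% in these data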; note: 0% is about no effect
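Primary screen. Calcium kinetics in induced HEK293 T-REx D2 cells: compound pre-addition 180 s, EC20 dopamine, 180 s more.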
RXFP1 antagonist = antagonists of human relaxin receptor RXFP1; activity change, negative = inhibition, % at 57.5 µM; Q9HBX9; 350,000 tested, 0.59% active; HEK293-RXFP1, relaxin-stimulated cAMP HTRF, 30 min; active compounds read low;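 active = activity change of -60% or lower, but not beyond a set lower limit; inconclusive = change between -60% and -40%, or beyond the set limit; inactive = change above -40%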; note: % is set by controls: 0 for no effect and ±100 for the full control effect
Vif-APOBEC3F blk = blocks the Vif interaction with APOBEC3F; HeLa A3F-eYFP + Vif (tagged APOBEC3F with the HIV-1 protein that degrades it), YFP fluorescence increase; 390,000 tested, 0.2% active; Potency, µM (top dose mostly 46.1 µM), for inactives: at the top dose activity, negative = active; AID 602313; note: potency is the fitted concentration of half-maximal effect; % of control where 0% means no effect; nearly all actives have a fitted effect of over 65% in size
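HeLa cells stably expressing Vif plus C-terminally eYFP-tagged A3F were seeded, incubated overnight at 37 deg C, dosed with compound, incubated overnight again at 37 deg C. Yellow fluorescence (Ex 488/Em 500-530) reported blocked Vif-mediated A3F-eYFP degradation.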
Vif-A3G inh = blocks the Vif interaction with human APOBEC3G; Q9HC16; HeLa A3G-eYFP + Vif (tagged APOBEC3G with the HIV-1 protein that degrades it), YFP fluorescence, overnight; Potency, µM (top dose mostly 46.1 µM), without a hit: top-dose activity, negative = active, most hits filed as inhibitors; 410,000 tested, 0.076% active;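 note: potency is the fitted concentration of half-maximal effect; % is set by controls: 0 for no effect and ±100 for the full control effect; nearly all actives have a fitted effect of over 60% in size; hits raise eYFP signal because A3G escapes Vif-driven loss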
Target sequence (Q9HC16 whole entry, looked up): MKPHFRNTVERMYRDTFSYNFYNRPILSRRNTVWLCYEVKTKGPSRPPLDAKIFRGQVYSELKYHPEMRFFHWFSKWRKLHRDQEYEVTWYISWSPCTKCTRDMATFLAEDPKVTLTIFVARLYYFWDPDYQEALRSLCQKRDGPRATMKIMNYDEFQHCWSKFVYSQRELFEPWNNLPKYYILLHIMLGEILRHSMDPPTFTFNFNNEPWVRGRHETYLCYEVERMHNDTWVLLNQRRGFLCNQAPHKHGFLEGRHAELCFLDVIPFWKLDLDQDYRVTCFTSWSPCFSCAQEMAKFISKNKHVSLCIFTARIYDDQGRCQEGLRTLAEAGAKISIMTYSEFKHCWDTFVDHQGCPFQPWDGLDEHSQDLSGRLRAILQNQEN
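Read-out is eYFP fluorescence (Ex 488/Em 500-530) from Vif-expressing HeLa A3G-eYFP cells; more signal means A3G escaped Vif-mediated degradation. Cells plated overnight, compound pinned in, incubated overnight at 37 deg C.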
D1 antagonist = antagonists of human D1 dopamine receptor | P21728 | HEK293 TREx D1 cells, calcium flux, dopamine EC80; active compounds read low | activity change, negative = inhibition, % at 10 µM | 360,000 tested, 3.2% active | AID 504652; in the data active = activity change below about -30%; note: % is set by controls: 0 for no effect and ±100 for the full control effect
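HEK293 T-REx cells expressing inducible, force-coupled D1 receptor; no-wash Ca dye, 30–90 min RT. Cmpd → 180 s read at 1 Hz → EC80 DA → 180 s read.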
D1 potentiator = enhances dopamine response at the human D1 receptor; 360,000 tested, 0.036% active; HEK293 TREx D1 cells, calcium flux, dopamine EC20 potentiation; potentiation, % at 10 µM; in the data active = potentiation above about 30%; note: 0% is about no effect
RXFP1 ag = agonists of human relaxin receptor RXFP1. Potency, µM (series often up to 57.5 µM), for the others: at the highest dose activation, actives largely listed as activators. AID 2676. HEK293T-RXFP1 cAMP TR-FRET, 30 min; response scale: percent of porcine relaxin response, buffer zero. 370,000 tested, 0.3% active. Q9HBX9; note: potency is the fitted concentration of half-maximal effect; % is set by controls: 0 for no effect and ±100 for the full control effect; nearly all actives have a fitted effect of over 60% in size; many of its hits are not listed in these tables
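HEK293T cells stably expressing RXFP1 were pretreated with the PDE4 inhibitor Ro 20174, exposed to compounds for 30 min at 37C, lysed, and cAMP was read by TR-FRET. Data normalized to buffer (basal) and 29 nM porcine relaxin (100%).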
Active calls of the source: *; ? = inconclusive; nt = not tested or not shown. Unless noted, calls come from the whole dose curve; as a rule, active = well fitted curve in the direction sought with a large enough effect; inconclusive = small, poorly fitted or top-dose-only effect, or another doubt; inactive = no such curve, though single readings can be large; an effect the other way counts as inactive or inconclusive. Not all compounds are listed. The share of hits here may be higher or lower than overall.

Values run as follows: D1 ag	Glioma ERSR ind	D2 PAM	RXFP1 antagonist	Vif-APOBEC3F blk	Vif-A3G inh	D1 antagonist	D1 potentiator	RXFP1 ag
1. CS(=O)(=O)N1CCc2cc(C(=O)Nc3ccc(Cl)c(C(F)(F)F)c3)ccc21
    7	-1%	-25	nt	11%	1%	-26	1	-6.6%
2. Cc1cccc2sc(NC(=O)CSc3nc4ccccc4o3)nc12
    1	3%	9	-17	1%	0%	nt	0	4.3%
3. COc1ccc(Cl)cc1NC(=O)CCN1C(=O)C2C3C=CC(C4CC34)C2C1=O (centres undefined)
    4	-3%	1	-13	1%	-6%	2	0	-0.5%
4. CCOC(=O)N1CCN(C(=O)CCN2C(=O)/C(=C\c3cccc(OC)c3)SC2=S)CC1
    3	4%	-6	-8	3%	5%	1	-2	3.0%
5. CC(C)n1cnc(S(=O)(=O)N2CCCC(C(=O)NCc3ccccc3Cl)C2)c1 (centres undefined)
    2	-1%	9	nt	-1%	-2%	-4	0	0.4%
6. CCOC(=O)N1CCC(NC(=O)CCC(=O)N2CC(C)Oc3ccccc32)CC1 (centres undefined)
    0	-3%	-12	nt	-8%	0%	-11	10	0.0%
7. O=C(COC(=O)c1c2ccccc2cc2ccccc12)Nc1ncc(C(F)(F)F)cc1Cl
    5	-5%	1	-2	-7%	0%	-18	-4	2.5%
8. Cc1nc2c(C(=O)NCc3ccc4c(c3)OCO4)cnn2c(C)c1Cc1ccc(F)cc1Cl
    1	-3%	10	-13	-6%	0%	3	1	3.4%
9. CCOc1ccccc1N1C(=O)c2ccc(C(=O)Nc3cccnc3)cc2C1=O
    -2	-3%	6	nt	3%	-5%	-10	-4	2.1%
10. CN1CCN(S(=O)(=O)c2cccc(C(=O)N3CCN(c4ccccc4F)CC3)c2)CC1
    4	-5%	5	5	4%	2%	7	nt	1.2%
11. Clc1cccc(-c2ccc(CNCCSc3nnnn3-c3ccccc3)o2)c1
    10	-4%	-20	-19	1%	-4%	-22	0	0.7%
12. CC(C)n1c(SCC(=O)Nc2nncs2)nnc1C1CC1
    2	1%	-2	-4	-5%	2%	-3	2	2.7%
13. O=C(/C=C/c1ccccc1)N1CCN(Cc2cc(=O)n3nc(-c4ccccc4)sc3n2)CC1
    0	-2%	1	-7	2%	2%	-3	-1	2.9%
14. CC(CCc1ccccc1)NC(=O)Cc1ccc(Br)cc1 (centres undefined)
    0	-7%	10	-1	0%	-1%	8	-1	1.0%
15. O=C(NC1CC2CCCC(C1)N2S(=O)(=O)c1ccccc1)c1ccco1 (centres undefined)
    3	-2%	3	-5	-7%	-1%	9	4	1.0%
16. Cc1cccc(NC(=O)CSc2cc(C)c(C#N)c3nc4ccccc4n23)c1
    0	-2%	nt	-1	-7%	0%	-17	-3	11%
17. COc1ccc(NC(=O)N(C)C[C@@H]2OCc3cnnn3CCCC(=O)N([C@H](C)CO)C[C@@H]2C)c(OC)c1
    nt	-6%	nt	-3	0%	6%	nt	nt	nt
18. Cc1ccc(Cl)cc1NC(=O)CC1NCCNC1=O (centres undefined)
    0	-1%	-5	4	5%	1%	3	1	-3.8%
19. COc1ccc(NC(=O)Cn2c(=O)sc3ccccc32)c(OC)c1
    2	-2%	-12	nt	4%	0%	4	-2	0.6%
20. COc1ccc(Cl)cc1NC(=O)c1c(NCc2ccc(C)o2)sc2c1CCC(C)C2 (centres undefined)
    1	-4%	-2	-20	-4%	-1%	7	4	1.5%

Only Vif-A3G inh, D2 PAM and D1 antagonist (2 entries from above):
cpd	mol	Vif-A3G inh	D2 PAM	D1 antagonist
4	CCOC(=O)N1CCN(C(=O)CCN2C(=O)/C(=C\c3cccc(OC)c3)SC2=S)CC1	5%	-6	1
14	CC(CCc1ccccc1)NC(=O)Cc1ccc(Br)cc1 (centres undefined)	-1%	10	8

Remaining list, next part:
Values run as follows: D1 ag	Glioma ERSR ind	D2 PAM	RXFP1 antagonist	Vif-APOBEC3F blk	Vif-A3G inh	D1 antagonist	D1 potentiator	RXFP1 ag
21. COC(=O)C(Cc1ccccc1)P(=O)(c1ccccc1)c1ccccc1 (centres undefined)
    4	-3%	-2	25	-8%	-7%	-2	-1	2.8%
22. Cc1cccc(NC(=O)CN2CCN(C(=O)c3cncn3-c3ccc(F)cc3)CC2)c1C
    0	-3%	8	1	6%	1%	-5	-4	-0.4%
23. C=CC[n+]1c(/C=C/c2ccc(OC(C)=O)c(OC)c2)ccc2ccccc21
    2	-1%	21	-9	-8%	-2%	-9	2	-4.9%
24. Cc1ccc(C)c(NC(=O)CSc2cn(CC(=O)N3CCCC3)c3ccccc23)c1
    0	-4%	-13	-8	5%	1%	-1	-7	2.0%
25. COc1ccc(S(=O)(=O)NNC(=O)c2cc3ccccc3o2)cc1
    5	-1%	0	0	4%	1%	-5	-1	0.3%
26. CCN(CC)CCN(C(=O)c1ccc(S(=O)(=O)N2CCCC2)cc1)c1nc2cc(C)cc(C)c2s1
    5	-8%	-20	-7	2%	-3%	-1	-5	0.1%
27. N#CCCN(CCCN1CCOCC1)CN1C(=O)c2ccccc2C1=O
    nt	-5%	nt	7	0%	0%	nt	nt	nt
28. Cc1[nH]n2c(=O)cc(C(C)C)nc2c1-c1ccccc1
    0	-3%	-6	5	-3%	2%	-27	-11	0.2%
29. CCCNC(=O)NC(=O)CSc1ncc(C(F)(F)F)cc1Cl
    -1	-3%	-4	-13	-2%	1%	-2	-3	1.9%
30. CCC(Sc1nc(C)cc(C)n1)C(=O)Nc1ccc(Cl)cn1 (centres undefined)
    3	-9%	8	3	nt	-9%	7	-15	0.4%
31. CCC(=O)Nc1cccc(NC(=S)NC(=O)c2ccc(Cl)cc2Cl)c1
    0	0%	-1	-12	-1%	1%	0	-8	1.2%
32. Cc1nn(C)c2c1c(-c1ccccc1)cc(=O)n2Cc1ccccc1Cl
    19	-1%	-11	-13	-7%	-5%	27	-4	1.8%
33. Cc1ccc(C)c(SCC(=O)Nc2nnc(-c3ccccc3)o2)c1
    0	-7%	-2	-21	6%	0%	-2	-4	-0.9%
34. COc1ccc(-c2ccc(-c3noc(-c4cccs4)n3)c(OC)n2)cc1
    8	-4%	5	-6	-20%	-9%	0	-21	4.2%
35. O=C1NC(=S)N/C1=C/c1cc([N+](=O)[O-])ccc1O
    6	4%	-2	-4	-3%	-4%	4	-2	-0.1%
36. CCCn1c(SCC(=O)NC(=O)NC(C)(C)C)n[nH]c1=O
    -2	1%	-3	-6	-1%	9%	1	0	1.3%
37. O=C1c2ccccc2C(=O)C12OC2c1ccc(Cl)cc1Cl (centres undefined)
    2	?	8	-32	5%	-21%	-12	-3	-0.2%
38. COc1ccc(-c2ccc(C(=S)N3CCN(C(C)=O)CC3)o2)cc1
    -1	-2%	1	-22	-6%	1%	-13	-7	3.9%
39. Cc1ccc(S(=O)(=O)CC(O)COc2ccc(F)cc2Cl)cc1 (centres undefined)
    1	-3%	4	-2	8%	0%	-12	-5	0.7%
40. C=C(C)CNC(=S)N/N=C/c1ccco1
    2	-1%	1	-8	3%	0%	-4	0	-0.6%
41. Cc1cc(C)c(C#N)c(Oc2ccc(O)cc2)n1
    -2	-4%	1	nt	-2%	0%	14	-4	1.6%
42. CN(CCC#N)C(=O)COC(=O)C1c2ccccc2Oc2ccccc21
    1	-5%	nt	-1	-4%	1%	-4	-6	0.7%
43. COC(=O)Cc1c(C)nc2nc(-c3ccccc3)[nH]n2c1=O
    1	1%	-2	-4	-1%	1%	0	-7	0.3%
44. CC(=O)/C=C1\N(C)c2ccc(C)cc2C1(C)C
    1	-2%	-5	18	0%	3%	-1	-8	-0.9%
45. CC[C@@H](C)C(N)c1cn([C@@H](CCC(=O)O)C(=O)N2CCNCC2)nn1 (some centres undefined)
    -5	-1%	1	nt	3%	6%	15	-1	-1.0%
46. O=C(Nc1ccccc1)c1ccc[n+](Cc2ccc([N+](=O)[O-])cc2)c1
    2	1%	-15	nt	1%	6%	37	0	-0.9%
47. COc1ccc(-c2nc3cc(NC(=O)COc4ccc(C)c(C)c4)ccc3o2)cc1
    3	nt	15	3	nt	nt	-2	0	?
48. CCCOc1ccc(C(=O)CCC(=O)NNC(=O)Cn2nc(C)cc2C)cc1
    1	-3%	4	-9	5%	1%	-8	3	0.9%
49. COc1ccc(CCN2CC(C(=O)N(C)Cc3ccccn3)CCC2=O)cc1 (centres undefined)
    nt	-2%	nt	0	2%	4%	nt	nt	nt
50. COc1ccc(CC(=O)NCc2n[nH]c(=S)n2-c2ccccc2)cc1
    1	-4%	0	-19	-12%	0%	-4	-1	-0.1%
51. CC(=O)N1CCc2c(sc3nc(SCC(C)C)n(-c4ccc(F)c(Cl)c4)c(=O)c23)C1
    0	-3%	-1	nt	7%	-3%	10	0	4.2%
52. CCN(Cc1nc(-c2ccc(OC)cc2)no1)C(=O)c1ccoc1C
    5	-3%	16	-26	2%	3%	-3	-6	2.7%
53. CCOC(=O)C1CCCN(c2c(NCC3CCCO3)c(=O)c2=O)C1 (centres undefined)
    1	-4%	nt	nt	-7%	4%	-4	8	0.0%
54. CCOc1ccccc1CNCCOC
    2	-2%	-9	-18	2%	-3%	0	-8	0.0%
55. COc1ccc(S(=O)(=O)NNC(=O)C2COc3ccccc3O2)cc1[N+](=O)[O-] (centres undefined)
    1	-2%	-5	23	4%	-1%	3	-11	0.3%
56. COc1cccc(N=Nc2ccc3ccccc3c2O)c1
    -3	-4%	2	4	11%	-1%	-18	-4	0.4%
57. Cc1c(C(=O)NC(C)c2ccccn2)oc2c(Cl)cccc12 (centres undefined)
    0	-3%	-1	-1	-20%	0%	-4	11	3.8%
58. O=C(NCc1ccccc1)c1nc2ccccc2s1
    3	3%	6	-19	-6%	-3%	-39*	-4	4.1%
59. COc1ccc(NCC(=O)n2c(C)c(C)c3ccccc32)cc1OC
    1	-1%	10	-7	7%	0%	-12	2	5.7%
60. CC1=CC(=C(C#N)c2nc3ccccc3s2)C=C(C)N1c1ccc(F)cc1F
    7	-1%	5	3	0%	-1%	-3	2	-2.6%
61. COc1ccc(-c2nc(SC)n(C(=O)c3ccco3)n2)cc1
    6	10%	-12	14	0%	0%	-19	6	-0.8%

Bioassay records from PubChem BioAssay.
